WRN helicase inh = inhibitors of human WRN helicase; Q14191; WRN helicase unwinding, fluorescent forked duplex, kinetic; Potency, µM (doses to about 114 µM), for the others: at the highest dose activity change, negative = inhibition, usual class: inhibitors; hit rate 0.46% among 360,000; also: potency is read from the fitted curve at half-maximal effect; % is scaled to controls: 0 for no effect and ±100 for the full control effect; nearly all actives have a fitted effect of over 55% in size
Target sequence (Q14191 whole entry, looked up): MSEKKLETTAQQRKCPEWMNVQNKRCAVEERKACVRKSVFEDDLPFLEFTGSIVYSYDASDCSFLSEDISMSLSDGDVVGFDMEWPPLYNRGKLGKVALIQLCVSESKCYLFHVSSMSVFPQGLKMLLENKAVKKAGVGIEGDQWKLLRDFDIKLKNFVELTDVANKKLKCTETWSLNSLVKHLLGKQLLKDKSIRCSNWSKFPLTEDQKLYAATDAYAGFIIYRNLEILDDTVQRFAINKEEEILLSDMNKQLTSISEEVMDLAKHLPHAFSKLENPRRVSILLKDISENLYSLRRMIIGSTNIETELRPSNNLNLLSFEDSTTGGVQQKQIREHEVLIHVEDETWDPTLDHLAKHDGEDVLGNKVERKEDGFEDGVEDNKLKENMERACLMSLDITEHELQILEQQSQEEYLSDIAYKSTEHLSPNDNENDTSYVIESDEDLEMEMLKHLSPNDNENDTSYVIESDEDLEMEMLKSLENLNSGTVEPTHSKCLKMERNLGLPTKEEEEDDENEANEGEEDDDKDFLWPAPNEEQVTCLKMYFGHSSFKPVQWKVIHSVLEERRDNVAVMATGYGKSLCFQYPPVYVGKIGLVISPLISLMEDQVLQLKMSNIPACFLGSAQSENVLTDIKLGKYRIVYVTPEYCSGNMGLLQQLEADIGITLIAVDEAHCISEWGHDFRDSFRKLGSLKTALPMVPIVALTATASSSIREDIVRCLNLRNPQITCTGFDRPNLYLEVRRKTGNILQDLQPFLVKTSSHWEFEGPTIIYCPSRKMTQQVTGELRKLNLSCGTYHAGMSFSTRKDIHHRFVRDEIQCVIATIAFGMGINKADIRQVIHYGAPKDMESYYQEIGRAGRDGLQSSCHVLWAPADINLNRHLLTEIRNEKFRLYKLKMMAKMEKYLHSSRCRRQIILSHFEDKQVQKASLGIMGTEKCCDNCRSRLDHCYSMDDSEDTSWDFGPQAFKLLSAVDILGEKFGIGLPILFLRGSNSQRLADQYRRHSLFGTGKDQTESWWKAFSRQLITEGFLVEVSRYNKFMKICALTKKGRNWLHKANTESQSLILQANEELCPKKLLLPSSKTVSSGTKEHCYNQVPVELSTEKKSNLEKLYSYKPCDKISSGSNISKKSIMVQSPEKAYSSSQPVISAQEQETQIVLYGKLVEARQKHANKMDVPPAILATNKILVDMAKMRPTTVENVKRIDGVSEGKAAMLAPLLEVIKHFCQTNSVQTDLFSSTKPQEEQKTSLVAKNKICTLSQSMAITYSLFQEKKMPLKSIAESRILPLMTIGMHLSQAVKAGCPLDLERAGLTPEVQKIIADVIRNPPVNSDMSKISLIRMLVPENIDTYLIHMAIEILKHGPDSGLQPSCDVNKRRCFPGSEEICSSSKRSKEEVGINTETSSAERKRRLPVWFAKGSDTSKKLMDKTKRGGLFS
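Kinetic fluorescence helicase assay: unwinding of a quenched forked DNA duplex (100 nM final) with 2 mM ATP final raises red fluorescence (525/598 nm). Compounds sat 15 min at room temperature with 20 nM WRN beforehand.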
KB-V1 MDR tox = kills drug-selected multidrug resistant KB-V1 cells. KB-V1 MDR cells viability, CellTiter-Glo, 72 h. AID 1347076. hit rate 3.4% among 400,000. Potency, µM (top dose mostly 46.1 µM), for the others: at the highest dose activity change, negative = cytotoxicity, actives largely listed as cytotoxic; also: potency is read from the fitted curve at half-maximal effect; % is scaled to controls: 0 for no effect and ±100 for the full control effect; nearly all actives have a fitted effect of over 60% in size
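Potencies derive from concentration-effect curves fitted to normalized luminescence (CellTiter-Glo) of KB-V1 cells treated for 72 h at 37 degrees C in phenol-red-free DMEM containing 10% FBS.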
KB-3-1 cytotox = KB-3-1 parental cell cytotoxicity | KB-3-1 viability, CellTiter-Glo ATP luminescence, 72 h | Potency, µM (titrated, usually from 46.1 µM), for inactives: at the top dose activity change, negative = cytotoxic, actives largely listed as cytotoxic | hit rate 1.4% among 400,000; also: potency is read from the fitted curve at half-maximal effect; % is scaled to controls: 0 for no effect and ±100 for the full control effect; nearly all actives have a fitted effect of over 60% in size
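Cytotoxicity in the drug-sensitive parental line KB-3-1 was scored as loss of CellTiter-Glo luminescence following 72 h incubation with compound. Values come from curve fitting of normalized concentration-response data.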
SW480 rerep = induces DNA re-replication in SW480 colon adenocarcinoma cells; AID 624297; hit rate 1.8% among 340,000; Potency, µM (doses to about 46.1 µM), for inactives: at the highest dose re-replication activation, actives largely listed as activators; SW480 DNA re-replication, Hoechst DNA content imaging, 48 h; also: potency is read from the fitted curve at half-maximal effect; % of control where 0% means no effect; nearly all actives have a fitted effect of over 55% in size
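SW480 cells exposed to compounds for 48 hr at 37 C, 5% CO2, then Hoechst-stained 40 min. Nuclear DNA content imaged by fluorescence scanning (405 nm excitation, 500-530 nm emission); re-replication scored as increased high-intensity nuclei.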
IL1B secr inh = blocks inflammasome-driven IL-1 beta release; THP-1 LPS/ATP IL-1B secretion, AlphaLISA, 16 h; active compounds read low; activity change, % at 57.5 µM; AID 743279; hit rate 4.7% among 360,000; in the data active = activity change below about -50%; inconclusive = mostly about -30% to -49%; also: % is scaled to controls: 0 for no effect and ±100 for the full control effect
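Secreted IL-1B measured by AlphaLISA bead assay after 16 h compound exposure of THP-1 cells; compounds (final up to 57.5 uM) added 1 h before LPS (250 ng/mL) and ATP (1.25 mM) stimulation; lower signal means less secretion.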
ATXN2 expr inh = reduces ATXN2 reporter expression in HEK-293 cells | HEK-293 ATXN2-luciferase reporter, luminescence, 24 h | AID 1745845 | Potency, µM (titrated, usually from 57 µM), without a hit: top-dose activity change, negative = inhibition, most hits filed as inhibitors | hit rate 0.72% among 360,000; also: potency is read from the fitted curve at half-maximal effect; % is scaled to controls: 0 for no effect and ±100 for the full control effect; nearly all actives have a fitted effect of over 55% in size
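qHTS (up to 57 uM final) was run with 24 h compound exposure of reporter cells at 37 °C. Each well was multiplexed: SteadyGlo luminescence measured ATXN2-luciferase expression after a fluorogenic Gly-Phe-AFC viability readout (25 uM final).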
MCF10A rereplic = inducers of DNA re-replication in MCF 10A breast cells; MCF 10A DNA re-replication, Hoechst nuclear intensity, 48 h; Potency, µM (series often up to 46.1 µM), without a hit: at the top dose activity, positive = re-replication, most hits filed as activators; hit rate 2.9% among 350,000; AID 624296; also: potency is read from the fitted curve at half-maximal effect; % of control where 0% means no effect; nearly all actives have a fitted effect of over 50% in size
HT1080 IDH1KD tx = HT-1080 IDH1 knockdown cell toxicity (counter line); AID 686971; Potency, µM (series often up to 46.1 µM), for the others: at the highest dose activity, negative = toxicity, hits mostly cytotoxic; hit rate 2% among 360,000; HT-1080 IDH1 knockdown viability, ATP luminescence, 48 h;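 also: potency is read from the fitted curve at half-maximal effect; 0% = DMSO wells and -100% = cell-free medium wells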
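Cytotoxicity counter-line: IDH1KD HT-1080, 48 h, CellTiter-Glo. Curves classed by r2, magnitude and activity.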
HT1080-NT tox = kills 2HG-producing HT-1080-NT fibrosarcoma cells; hit rate 1.6% among 360,000; HT-1080-NT fibrosarcoma viability, CellTiter-Glo ATP luminescence, 48 h; AID 686970; Potency, µM (doses to about 46.1 µM), for inactives: top-dose activity, negative = less viability, most hits filed as cytotoxic;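 also: NT is the 2HG producing partner of a matched IDH1 knockdown line; potency is read from the fitted curve at half-maximal effect; 0% = DMSO-treated cells and -100% = media-only wells without cells; nearly all actives have a fitted effect of over 55% in size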
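HT-1080-NT fibrosarcoma cells (2HG-overproducing), 750 cells/well in RPMI with 5% FBS, dosed after 2 h and incubated 48 h at 37C. CellTiter-Glo luminescence normalized to DMSO and no-cell wells; concentration-response curves fitted and classed.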
The depositor's hits bear a star; ? = inconclusive; / = not tested or not shown; [ ] = remark or other dose. Unless noted, calls follow the shape of the dose curve; as a rule, active = well fitted curve in the direction sought with a large enough effect; inconclusive = small, poorly fitted or top-dose-only effect, or another doubt; inactive = no such curve, though single readings can be large; an effect the other way counts as inactive or inconclusive.

SMILES	WRN helicase inh	KB-V1 MDR tox	KB-3-1 cytotox	SW480 rerep	IL1B secr inh	ATXN2 expr inh	MCF10A rereplic	HT1080 IDH1KD tx	HT1080-NT tox
O=C(Cc1ccc(S(=O)(=O)N2CCCCC2)cc1)NCc1ccc(Cl)cc1	-4%	?	0%	-20%	0	?	?	-8%	-2%[9.24 µM]
CCCCCCN1C[C@H](n2cc(COC(=O)c3ccccc3)nn2)[C@@H](O)C[C@@H]1c1ccc(Cl)cc1	-5%	21µM*	?	/	-14	?	/	?	?
CC(c1ccccc1)C1C(C#N)=C(N)OC2=C1C(=O)CC(C)(C)C2 (stereo not drawn)	-10%	-9%	-2%	-14%	-17	/	-2%	0%	-1%
Cc1ccc(C=Nc2ccccc2C(N)=O)s1	-31%[57.1 µM]	-7%	23µM*	4.6µM*	30	12%	3.7µM*	3.3µM*	5.2µM*
O=C(NCCCN1CCOCC1)c1ccc(Br)cc1	-34%[57.1 µM]	-8%	-4%	-14%	5	26%	-4%	-5%	-1%
COC(=O)c1ccccc1NC(=O)N1CCN(C/C=C/c2ccccc2)CC1	-2%	7%	-9%	0%	-5	-8%	1%	16%	-1%
c1ccc(COc2ccccc2CNc2nn[nH]n2)cc1	1%	?	0%	0%	14	/	1%	7%	14%
CC(=O)Oc1cccc(Nc2ncnc3ccccc23)c1	0%	-2%	-11%	-18%	59	17%	?	0%	9%
COc1ccc(C(=O)N(Cc2sccc2C)C2CCS(=O)(=O)C2)cc1 (stereo not drawn)	-5%	-22%	-6%	1%	-8	9%	-2%	0%	7%
O=C(CN(CC1CCCO1)C(=O)CNS(=O)(=O)c1ccc(F)cc1)NCc1ccccc1 (stereo not drawn)	-7%	1%	10%	10%	11	-3%	-2%	3%	14%
CCCOC(=O)Cn1cnc2scc(-c3ccc(OC)cc3)c2c1=O	-6%	7%	10%	-17%	-2	-2%	?	-7%	-4%
COc1cc(NC(=O)CN2C(=O)COc3ccccc32)cc(OC)c1	-2%[57.1 µM]	11%	0%	2%[1.84 µM]	0	-9%	-22%	-3%	-2%
CCOC(=O)c1ccc(N2C(=O)C=C(N3CCOCC3)C2=O)cc1	-7%	0%	-3%	-4%	11	4%	-1%	-2%	-3%
c1ccc(CN2CCN(C3CCCSc4ccccc43)CC2)cc1 (stereo not drawn)	?	-29%	-3%	-5%	-28	-38%	12%	-4%	-17%
Cc1ccc2nc(N(CCN(C)C)C(=O)c3ccc4ccccc4c3)sc2c1	-4%	1%	-1%	-2%	-23	5%	-3%	-3%	-8%
COc1ccc(-n2c(C)nc(N)c2C(=O)c2ccccc2)cc1	1%	-4%	9%	-57%	/	2%	-17%	21%	4%
Oc1oc(-c2ccccc2)nc1C=Nc1ccccc1	-3%	-3%	12%	0%	-55*	51%[activator]	-5%	23%	11%
Cc1ccc(-c2nc(N)sc2CC(=O)OCC(=O)NCC2CCCO2)cc1 (stereo not drawn)	-18%	1%	8%	9%	-8	3%	2%	2%	3%
Fc1ccc2[nH]c3c(c2c1)CN(C(=S)NCc1ccccc1)CC3	-32%	-6%	-6%	0%[9.22 µM]	-89*	-8%	?	?	?
O=C(/C=C/c1ccco1)c1ccccc1O	5%[57.1 µM]	7%	-5%	2%	-10	19%	-3%	0%	-6%
CCCSc1nnc(Cn2c(=O)sc3ccccc32)n1C	2%	5%	-2%	-6%	8	-1%	3%	0%	-2%
COc1ccc(S(=O)(=O)Nc2cccc(C)n2)c2ccccc12	-8%	?	-14%	-7%	2	2%	-2%	2%[9.24 µM]	-1%
CSCCC(NC(=O)c1ccccc1)C(=O)NCCc1ccccc1 (stereo not drawn)	20%	?	1%	-1%	-20	20%	5%	26%	12%
O=c1[nH]cnc2c1sc(=S)n2-c1ccccc1	1%	7%	6%	-3%	36	-5%	5%	-6%	0%
CCOC(=O)c1c(C)[nH]c(C)c1S(=O)(=O)Nc1ccc(CN2CCCCC2)cc1	5%	?	-1%	0%	-27	-3%	7%	19%	16%

Quoted at random: 4 compounds from above
SMILES	WRN helicase inh	KB-V1 MDR tox	KB-3-1 cytotox	SW480 rerep	IL1B secr inh	ATXN2 expr inh	MCF10A rereplic	HT1080 IDH1KD tx	HT1080-NT tox
CC(=O)Oc1cccc(Nc2ncnc3ccccc23)c1	0%	-2%	-11%	-18%	59	17%	?	0%	9%
O=C(Cc1ccc(S(=O)(=O)N2CCCCC2)cc1)NCc1ccc(Cl)cc1	-4%	?	0%	-20%	0	?	?	-8%	-2%[9.24 µM]
O=C(NCCCN1CCOCC1)c1ccc(Br)cc1	-34%[57.1 µM]	-8%	-4%	-14%	5	26%	-4%	-5%	-1%
Fc1ccc2[nH]c3c(c2c1)CN(C(=S)NCc1ccccc1)CC3	-32%	-6%	-6%	0%[9.22 µM]	-89*	-8%	?	?	?

New compounds follow
SMILES	WRN helicase inh	KB-V1 MDR tox	KB-3-1 cytotox	SW480 rerep	IL1B secr inh	ATXN2 expr inh	MCF10A rereplic	HT1080 IDH1KD tx	HT1080-NT tox
CCc1cccc(NC(=O)CSCc2nc3sc(C)c(C)c3c(=O)[nH]2)c1	3%	0%	15%	-9%	13	7%	-1%	3%	4%
CC(=O)c1cccc(NS(=O)(=O)c2cc(OCC(N)=O)c(C)cc2Cl)c1	3%	11%	-1%	-7%	74	3%	-1%	-9%	3%
CC(OC(=O)CC1Sc2ccccc2NC1=O)C(=O)NC1CCCC1 (stereo not drawn)	-5%	-24%	9%	-13%	-8	-2%	11%	-2%	-3%
Cc1ccc2[nH]c(=O)c(C3C(C#N)=C(N)Oc4c3ccc3cccnc43)cc2c1 (stereo not drawn)	-6%[11.6 µM]	2.6µM*	16µM*	?	?	?	?	?	-27%
COCCOC(=O)C1=C(C)NC(=O)NC1c1cc2c(cc1Br)OCO2 (stereo not drawn)	-2%	1%	-5%	3%	-1	17%	-6%	-12%	2%
Cc1ccc(CN2CCN(C3CCCC3)C(CCO)C2)s1 (stereo not drawn)	-8%	-3%	-4%	-2%	-7	-16%	-1%	1%	3%
CCOC(=O)C1CCN(C(=S)Nc2cc(OC)c(OC)cc2C(=O)OC)CC1	23%	?	5%	-2%	10	2%	-1%	11%	2%[9.24 µM]
COC(=O)c1c(-c2ccccc2)csc1NC1=NS(=O)(=O)c2ccccc21	-2%	15%	13%	-1%	11	45%[activator]	?	-1%	-6%
Nc1nc(=S)c2[nH]c(=S)[nH]c2[nH]1	3%	?	?	?	5	-22%	?	?	0%
O=C1NC(Cc2ccccc2)C(=O)Nc2ccc(Br)cc21 (stereo not drawn)	4%	18%	0%	-7%	-4	/	1%	4%	8%
CC(C)C[C@H](NC(=O)CC[C@H]1O[C@@H](n2ccc(=O)[nH]c2=O)[C@H](O)[C@@H]1O)C(=O)O	-11%	14%	0%	/	21	10%	/	21%	20%
COc1cccc(-c2nnn(CC(=O)Nc3ccc(C)cc3C)n2)c1OC	1%	-26%	4%	-4%	-4	4%	-2%	-6%	6%
CCCn1cnc2c(SCCc3ccccc3)nc(N)nc21	-13%	-2%	0%	-3%	-13	53%[activator]	?	4%	7%
CN(CC(=O)NCc1ccco1)C(=O)C1CC(=O)N(c2ccc3c(c2)OCCO3)C1 (stereo not drawn)	1%	-11%	-15%	-1%	1	/	1%	-1%	-1%
O=C(Nc1cccc(C(F)(F)F)c1)C(SCCO)c1ccccc1 (stereo not drawn)	-27%[57.1 µM]	-29%	-3%	-3%	14	4%	-1%	3%	0%
Cc1cccn2c(=O)c3cc(C(=O)NC4CCCCC4C)n(C)c3nc12 (stereo not drawn)	0%	-12%	-12%	21µM*	-17	4%	15µM*	1%	0%
CCCn1c(N)[n+](CC(=O)c2ccco2)c2ccccc21	-8%	10%	3%	-4%	-59*	-9%	0%	0%	1%
CN(C)C(CNC(=O)CCc1c[nH]c2ccccc12)c1ccccc1 (stereo not drawn)	-11%	-7%	-5%	-1%	?	-9%	1%	0%	-4%
COc1ccc(Nc2nc(C(=O)N(CCO)Cc3ccccc3)cs2)cc1	-11%	?	-9%	-154%[inhibitor]	1	/	?	-4%	0%
COC(=O)CCC(=O)OC1(C)C(=O)C2=CN(c3ccccc3)C(c3ccc(OC)cc3)=CC2=C(Br)C1=O (stereo not drawn)	-4%	3%	-1%	-5%	20	8%	23%	-4%	-7%
O=C(Nc1nccs1)C(Br)C(Br)c1ccccc1 (stereo not drawn)	-32%	?	?	?	-86*	-10%	?	?	-4%
CCN(CC)S(=O)(=O)c1cccc(C(=O)N[C@H](C(=O)O)C(C)C)c1	0%	-3%	26%	-2%	-2	-8%	-4%	12%	13%
COc1ccc(CN2CCOCCOCCN(Cc3ccc(OC)cc3)CCOCCOCC2)cc1	-30%	?	-16%	-3%	-25	?	0%	-18%	-24%
C#CCNC(=O)C1=C[C@H](c2ccccc2)C[C@H](OCCCCO)O1	2%	19%	15%	-5%	-2	5%	-2%	14%	2%
[O-][n+]1ccc(C2CC2)cc1	-3%	9%	-14%	14%	-12	-2%	2%	11%	13%
COc1cccc(NC(=O)CN(C)C(=O)c2c(C)noc2C)c1	2%	-2%	-2%	?	7	5%	3%	5%	-1%
CCC(Sc1nnnn1-c1ccccc1)C(=O)NC(C)c1ccccc1 (stereo not drawn)	-1%	5.8µM*	-4%	-2%	-5	-3%	-5%	8%	1%
COc1ccccc1N(CN1C(=O)c2ccccc2C1=O)C(=O)c1cccc(C)c1	-22%	3%	10%	?	-7	8%	0%	14%	25%
CCN=c1sc(C(=O)OC)cc(=O)n1CC	-4%	3%	2%	-14%	-2	-4%	13%	-10%	0%

Screening results from PubChem.
